Screens: PubChem BioAssay, NCI
NCI-60 one-dose screen, 48 h, at 10 µM unless noted. Numbers give growth in % (100 = growth as untreated, 0 = no growth, -100 = all killed).
DU-145 = DU-145 prostate cancer; 81,000 compounds, 4.2% hits; AID 1794760
U251 = U251 CNS tumor cells | 80,000 compounds, 5.4% hits | AID 1794753
OVCAR-3 = OVCAR-3 ovarian cancer; AID 1794787; 79,000 compounds, 7% hits
PC-3 = PC-3 prostate cancer cells; 80,000 compounds, 3.9% hits; AID 1794754
OVCAR-8 = OVCAR-8 ovarian cancer | 81,000 compounds, 4.4% hits
SF-268 = SF-268 CNS cancer cells | 82,000 compounds, 3.1% hits | AID 1794759
OVCAR-4 = OVCAR-4 ovarian cancer cells. 80,000 compounds, 3.7% hits
SK-OV-3 = SK-OV-3 ovarian cancer cells; 80,000 compounds, 3.2% hits
OVCAR-5 = OVCAR-5 ovarian cancer; 82,000 compounds, 2.9% hits; AID 1794783
Numbers without * were called inactive; x = no result given; & = joins results of further samples. Rule for the calls: active = growth percent below 10; inactive = the rest. Hits appear at their usual frequency; any-hit rate near 9.5%.

Start of the listing, in advance, 6 compounds:
(1) N#Cc1c(-c2ccccc2Br)cc(-c2ccncc2)[nH]c1=O
(2) COc1ccc(C2=NN(c3ccc(S(N)(=O)=O)cc3)C(c3cn(-c4ccccc4)nc3-c3ccccc3)C2)cc1 (stereo not given)
(3) CCCCC(CC)C(C(C)=O)N(C)C (stereo not given)
(4) C=CCc1cc(Cl)ccc1O
(5) CCN1C(=O)N(CC)C2C1NN=c1s/c(=C\C(=O)O)c(=O)n12 (stereo not given)
(6) O=[N+]([O-])c1ccc(Br)o1
compound no.,1,2,3,4,5,6
DU-145,100,94,125,106,108,101
U251,102,91,115,102,99,103
OVCAR-3,97,91,116,108,112,111
PC-3,102,56,92,93,96,99
OVCAR-8,98,84,109,125,102,108
SF-268,101,85,101,100,102,96
OVCAR-4,108,104,102,99,109,122
SK-OV-3,106,98,101,90,103,104
OVCAR-5,99,123,110,98,100,95

This part in full, from the start:
(1) N#Cc1c(-c2ccccc2Br)cc(-c2ccncc2)[nH]c1=O
(2) COc1ccc(C2=NN(c3ccc(S(N)(=O)=O)cc3)C(c3cn(-c4ccccc4)nc3-c3ccccc3)C2)cc1 (stereo not given)
(3) CCCCC(CC)C(C(C)=O)N(C)C (stereo not given)
(4) C=CCc1cc(Cl)ccc1O
(5) CCN1C(=O)N(CC)C2C1NN=c1s/c(=C\C(=O)O)c(=O)n12 (stereo not given)
(6) O=[N+]([O-])c1ccc(Br)o1
(7) Nc1nc(N)c2cc(S(=O)(=O)c3cccc(C(F)(F)F)c3)ccc2n1
(8) O=c1nc2s/c(=C\c3cccc(F)c3)c(=O)n2c2nc(-c3ccccc3)c(-c3ccccc3)nc12
compound no.,1,2,3,4,5,6,7,8
DU-145,100,94,125,106,108,101,48,100
U251,102,91,115,102,99,103,32,96
OVCAR-3,97,91,116,108,112,111,79,108
PC-3,102,56,92,93,96,99,40,95
OVCAR-8,98,84,109,125,102,108,41,101
SF-268,101,85,101,100,102,96,29,100
OVCAR-4,108,104,102,99,109,122,x,101
SK-OV-3,106,98,101,90,103,104,73,102
OVCAR-5,99,123,110,98,100,95,48,104

(9) CCOC(=O)c1cnn(CC(O)c2ccc(F)cc2)c1NC(=O)Nc1ccccc1F (stereo not given)
(10) Cc1[nH]cc([N+](=O)[O-])[n+]1CCO
(11) O=Cc1cccc(OCc2cn(CC(=O)Nc3nc4ccccc4s3)nn2)c1
(12) CCCCC(=O)N1C(C)CCC1C (stereo not given)
(13) Cc1nnc(N2CCN(c3ccccc3F)CC2)c2ccccc12
(14) CCOC(=O)c1c[nH]c2ccccc2c1=O
(15) Cl[C@@H]1CCO[C@H](c2ccco2)C1
(16) CC1=C(C)C(=O)C(C(C2=C(C)C(=O)C(C)=C(C)C2=O)c2ccccc2)=C(C)C1=O
compound no.,9,10,11,12,13,14,15,16
DU-145,102,110,114,119,107,114,109,89
U251,98,102,101,102,96,92,99,85
OVCAR-3,107,110,101,114,110,110,105,106
PC-3,82,95,94,104,99,94,96,67
OVCAR-8,104,101,102,109,95,95,100,93
SF-268,99,101,99,109,110,90,100,126
OVCAR-4,82,103,103,x,92,106,105,91
SK-OV-3,x,103,100,104,105,103,108,97
OVCAR-5,101,101,98,110,88,108,105,83

(17) COc1cc2cc(Oc3ccc(NC(=O)c4ccc(Cl)c(Cl)c4)cc3)c(C)nc2cc1OC
(18) O=C1/C(=C\c2ccc(Cl)cc2)SC(=S)N1Cc1nc2ccccc2[nH]1
(19) N#Cc1c2c(nn(-c3ccccc3)c1=O)C(O)=C([N+](=O)[O-])C(c1ccccc1)C2 (stereo not given)
(20) CCCCCCCCC(C)(O)CC (stereo not given)
(21) C[C@]12C=CC(=O)C=C1CCC1C2[C@@H](O)C[C@@]2(C)C1CC[C@]2(O)C(=O)COC(=O)CCC(=O)O (stereo not given in full)
(22) O=C(O)c1ccc2c(c1Cl)C(=O)c1ccccc1C2=O
(23) CC(C)c1ccc(NC(=O)NC2CCCCC2)cc1
(24) C=C(c1ccc(C(=O)NCCCn2ccnc2)cc1)c1cc2c(cc1C)C(C)(C)CCC2(C)C
compound no.,17,18,19,20,21,22,23,24
DU-145,78,91,26,110,107,107,114,34
U251,43,96,58,103,103,99,103,12
OVCAR-3,56,81,76,110,119,100,111,26
PC-3,38,96,80,92,93,116,89,-6.2*
OVCAR-8,68,101,82,97,91,118,104,40
SF-268,82,93,88,107,105,113,110,39
OVCAR-4,51,97,74,107,98,81,92,37
SK-OV-3,32,100,x,96,80,102,104,4.2*
OVCAR-5,82,97,110,103,90,102,102,33

Compound profiles, from the list above.
Record of CC(C)c1ccc(NC(=O)NC2CCCCC2)cc1 : DU-145 = 114; U251 = 103; OVCAR-3 = 111; PC-3 = 89; OVCAR-8 = 104; SF-268 = 110; OVCAR-4 = 92; SK-OV-3 = 104; OVCAR-5 = 102
Record of C=C(c1ccc(C(=O)NCCCn2ccnc2)cc1)c1cc2c(cc1C)C(C)(C)CCC2(C)C : DU-145 = 34; U251 = 12; OVCAR-3 = 26; PC-3 = -6.2*; OVCAR-8 = 40; SF-268 = 39; OVCAR-4 = 37; SK-OV-3 = 4.2*; OVCAR-5 = 33

(continued)
(25) O=C1OC2C(I)C3C(C4CCCCC4)C1C23 (stereo not given)
(26) N#CC(C#N)=c1[nH]c(=O)/c(=C/c2ccccc2)s1
(27) CCOC(=O)Nc1ncccn1
(28) ClC1=C2C=CC=CC2C(Cl)(c2ccccc2)C2C1=C(Cl)c1ccccc1C2(Cl)c1ccccc1 (stereo not given)
(29) Cn1ccc2cc(NC(=O)Cn3cc(CN4CCCCCC4)nn3)ccc21
(30) CCn1cc(-c2ccnc(NCCNS(=O)(=O)c3cccc4ccccc34)c2)c(-c2cccc(O)c2)n1
(31) COc1ccc(-c2nc3sccn3c2-c2cc(-c3ccccc3)on2)cc1
(32) CC(=O)N1N=C(c2ccc(F)cc2)CC1c1c(C)nn(-c2ccccc2)c1N(C)Cc1ccccc1 (stereo not given)
compound no.,25,26,27,28,29,30,31,32
DU-145,107,111,114,112,115,98,108,93
U251,98,99,101,97,103,53,97,73
OVCAR-3,108,123,109,117,113,100,106,74
PC-3,93,101,90,86,98,83,98,37
OVCAR-8,101,106,106,101,104,101,98,82
SF-268,100,104,101,103,103,95,104,73
OVCAR-4,105,105,104,104,125,100,92,75
SK-OV-3,110,106,106,106,x,106,93,72
OVCAR-5,105,103,89,109,100,123,94,98

(33) CC1CCCCC1(O)Cc1ccccc1 (stereo not given)
(34) O=C(Nn1cc(-c2ccc3ccccc3c2)sc1=Nc1ccccc1)c1cc2ccc1CCc1ccc(cc1)CC2
(35) COc1cc(C2CC(C3C(=O)N(C)C(=O)N(C)C3=O)=NN2c2ccc(Cl)cc2)cc(OC)c1OC (stereo not given)
(36) CCOP(=O)(OCC)c1nc(-c2ccccc2)oc1N1CCCCC1
(37) COc1ccc(-c2csc3c(=O)nc4c(C#N)n[nH]n4c23)cc1OC
(38) O=C(CSc1nc2ccccc2c(=O)n1-c1ccc(Cl)cc1)N/N=C/c1ccc(N2CCCCC2)cc1
(39) Cc1ccc([N+]2=NOC(=O)C2S(=O)(=O)Nc2nc(-c3c(Cl)cccc3Cl)cs2)cc1 (stereo not given)
(40) CCN(CC)CCOC(=O)C(C1CCCCC1)C1(O)CCCCCC1 (stereo not given)
compound no.,33,34,35,36,37,38,39,40
DU-145,113,104,100,107,103,29,114,107
U251,102,91,99,109,102,51,107,94
OVCAR-3,106,97,94,110,80,33,107,107
PC-3,91,86,89,101,97,79,84,83
OVCAR-8,103,98,104,104,113,65,108,105
SF-268,102,85,93,98,83,35,103,93
OVCAR-4,109,89,94,109,93,59,86,99
SK-OV-3,99,96,86,110,103,30,107,103
OVCAR-5,105,107,104,96,103,77,x,102

(41) Cc1ccc2c(N)c(C(=O)Nc3ccc(OC(F)(F)F)cc3)sc2n1
(42) CCOC(=O)c1c2c(c(C)n1C)-c1nc(Nc3ccccc3)ncc1CC2
(43) Cc1ccc(NC(=O)Nc2ccccc2Cl)c(C)c1
(44) CC(=O)N(CC#CCN(C(C)=O)c1ccccc1)c1ccccc1
(45) Nc1nc2ncc(CNc3ccc(C(=O)N[C@@H](CCc4nn[nH]n4)C(=O)O)cc3)nc2c(=O)[nH]1
(46) O=C(OCc1ncc(-c2ccc(C(F)(F)F)cc2)c(NC2CCCCCC2)n1)c1ccc(C(F)(F)F)cc1
(47) CCOC(=O)c1c(C)nc2ccccc2c1/C=C/c1ccc(F)cc1
(48) CN(C)c1nc(NCCNS(=O)(=O)c2ccc(C3=Nc4c(N)nc(N)nc4NC(c4ccc(Cl)cc4)C3)cc2)nc(Nc2ccc(F)cc2)n1 (stereo not given)
compound no.,41,42,43,44,45,46,47,48
DU-145,82,85,106,117,110&99,84,90,64
U251,85,90,x,102,91&100,40,76,27
OVCAR-3,83,76,104,115,113&99,29,81,52
PC-3,58,65,89,95,85&101,21,67,31
OVCAR-8,76,67,103,99,90&106,55,70,46
SF-268,99,84,102,110,100&98,83,85,44
OVCAR-4,52,60,111,x,116&100,54,64,46
SK-OV-3,68,85,105,93,104&103,93,88,90
OVCAR-5,85,76,101,105,103&88,102,93,73

(49) Cc1cc2c(-c3ccc(NC(=O)[C@H](N)CC(C)(C)C)cc3C)ccnc2[nH]1
(50) Cc1occc1-c1nnc(SCC(=O)Nc2nccs2)n1N1C(=O)CSC1=S
(51) CSc1nc(-c2ccc(O)cc2O)c2c(=O)[nH]c(Nc3ccc(S(=O)(=O)Nc4nc(C)cc(C)n4)cc3)nc2n1
(52) COc1ccc(C(=O)/C=C/c2cccc(Cl)c2)cc1S(N)(=O)=O
(53) O=C1CC(c2ccc3c(c2)OCO3)Nc2cc3c(cc21)OCO3 (stereo not given)
(54) COc1nc(NC=O)cc(=O)[nH]1
(55) COc1cc(SC)ccc1C(=O)N1CCCC(C)C1 (stereo not given)
(56) Cc1cc(=O)n2nnc3c4ccccc4ccc3n12
compound no.,49,50,51,52,53,54,55,56
DU-145,103,105,95,-41*,15,113,81,99
U251,70,99,100,-97*,7.4*,113,36,97
OVCAR-3,107,108,98,-59*,-5.3*,110,70,40
PC-3,66,103,88,32,18,x,51,63
OVCAR-8,x,102,107,-70*,13,109,50,27
SF-268,97,97,101,7.9*,44,108,55,84
OVCAR-4,87,108,108,46,50,112,76,49
SK-OV-3,99,103,105,50,x,89,96,54
OVCAR-5,90,97,90,-18*,45,107,78,88

Sorted by heavy-atom count (low to high): part of the list above
(54) COc1nc(NC=O)cc(=O)[nH]1
(56) Cc1cc(=O)n2nnc3c4ccccc4ccc3n12
(53) O=C1CC(c2ccc3c(c2)OCO3)Nc2cc3c(cc21)OCO3 (stereo not given)
(50) Cc1occc1-c1nnc(SCC(=O)Nc2nccs2)n1N1C(=O)CSC1=S
(51) CSc1nc(-c2ccc(O)cc2O)c2c(=O)[nH]c(Nc3ccc(S(=O)(=O)Nc4nc(C)cc(C)n4)cc3)nc2n1
compound no.,54,56,53,50,51
DU-145,113,99,15,105,95
U251,113,97,7.4*,99,100
OVCAR-3,110,40,-5.3*,108,98
PC-3,x,63,18,103,88
OVCAR-8,109,27,13,102,107
SF-268,108,84,44,97,101
OVCAR-4,112,49,50,108,108
SK-OV-3,89,54,x,103,105
OVCAR-5,107,88,45,97,90
